# Pf Dd2 growth: blocks in vitro growth of P. falciparum Dd2 | AID 1347417 | 120,000 tested, 4.3% active | P. falciparum Dd2 growth, SYBR Green, 72 h | Potency, µM (doses to about 28.9 µM), for the others: top-dose activity, negative = inhibition, hits mostly inhibitors; active = well fitted inhibition curve with a large enough effect; inconclusive = small, poorly fitted or top-dose-only effect; inactive = no such curve, though single readings can be large or run the other way;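 also: plate controls were DMSO vehicle for no effect and reference drug for full effect; nearly all actives have a fitted effect of over 65% in size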
#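 Infected erythrocytes (Dd2, 0.3% parasitemia, 2.5% hematocrit final) are added to compound in RPMI-1640/Albumax II medium, grown 72 h at 37C in low oxygen, then lysed with saponin/Triton-X containing SYBR Green and read by fluorescence.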
# * = called active by the depositor; i = inactive; ? = inconclusive; [ ] = another dose, or the depositor's remark. Potency is read from the fitted curve at half-maximal effect. An excerpt (hit frequency here may not be typical).
Compound | Pf Dd2 growth
CN(C)c1ccc(CNS(=O)(=O)c2ccc3[nH]c4c(c3c2)CCCCC4)cc1 | -5%
COC[C@@H]1CN(Cc2ccc(F)cc2Cl)C[C@H]1C(=O)NC1CC1 | ?
CCC(C)NC(=O)Cn1c(=O)n(Cc2ccc(C(=O)NCc3ccccc3OC)cc2)c(=O)c2ccccc21 (stereo not drawn) | ?
COc1cccc(NC(=O)c2cnc(-c3ccc(C)cc3)nc2-c2ccncc2)c1 | -23%
CC(C)N1CCN(C(=O)Cc2cccn2-c2ccc(F)cc2)CC1 | ?
COc1ccccc1-c1nc(SCC(=O)NCc2ccccc2)c2c(=O)n(C)c(=O)n(C)c2n1 | -23%[0.594 µM]
CCCNC(=O)N1CCC2(CC1)CN(Cc1ccc(OC)cc1)C2=O | 12%
COCC(=O)N1CCC(N2C[C@H](O)C[C@H]2C(=O)NC2CCCCC2)CC1 | 5%
O=C(Cc1ccc(Cl)cc1)NC1CCN(c2cc(-c3ccccc3)[nH]n2)CC1 | i
Cc1cn2nc(C(=O)NCc3ccccc3C(F)(F)F)cc2c(N2CCCC2)n1 | -18%
COc1cccc(N2C(=O)NC(=NC3CCCCC3)C23CCCN(C(=O)c2ccc(C(F)(F)F)cc2)C3)c1 (stereo not drawn) | 2%
COCC1CN(S(=O)(=O)c2cccc(F)c2)CC12CCOCC2 (stereo not drawn) | 28%
COC(=O)C1=C(C)N=C2SC=C(CC(=O)N3CCCCC3)N2C1c1ccc(Cl)cc1 (stereo not drawn) | -15%
O=C1NCCCCCN(S(=O)(=O)c2cccs2)[C@H]2CCCC[C@@H]12 | -10%
Cc1ccc(S(=O)(=O)N2CCN(C3CCN(CCc4ccccc4)C3=O)CC2)cc1 (stereo not drawn) | i
Cc1cc(Nc2ccccc2C)nc(-n2nc(C)cc2C)n1 | ?
Cc1nn(CC(=O)NCc2cccs2)c(=O)c2nc(C(C)C)sc12 | -15%
O=C(OCc1ccccc1)N1CCOCC12CCN(Cc1ccc(O)cc1)CC2 | ?
O=C(c1ccc(Cl)cc1)N1CCC2(CC1)C(=O)NCN2CCc1ccc(Cl)cc1 | ?
Cc1c(C(=O)OCCOc2ccccc2)[nH]c2c1C(=O)CC(c1ccc(C(C)(C)C)cc1)C2 (stereo not drawn) | 4µM*
COc1ccccc1-c1[nH]nc2ncc(C(=O)N3CCNC(=O)C3)nc12 | -15%[44.1 µM]
O=C(c1cccn1C1CC1)N1C[C@H](CO)C[C@H](CN2CCCC2)C1 | -7%
COc1ccc(OC)c(CNC(=O)C2CCN(C(=O)N3CC4CC(C3)[C@H]3CCCC(=O)N3C4)CC2)c1 (stereo partly drawn) | i
CCc1ccccc1S(=O)(=O)N1CCCN(C)c2ccccc21 | i
O=C1[C@H]2CN(Cc3cccc(F)c3)C[C@H]2C(=O)N1Cc1ccc2c(c1)OCO2 | i
Cn1nc(C(=O)NC2CC(c3cc(N4CCCC4)ncn3)C2)ccc1=O (stereo not drawn) | ?
CSc1ccc(-c2ccc3c(c2)C(=O)N2CCN(C(=O)CCC(=O)O)C[C@@H]2C(=O)N3)cc1 | 7%
COc1ccccc1N1CCCc2ncc(C(=O)NCCOc3ccccc3)cc21 | ?
CN(C)c1cccc(-c2cn(C)c(=O)n3cc(COc4ccnn4C)nc23)c1 | ?
CCC(Cn1nnc2ccccc2c1=O)NC(=O)Nc1ccc(C)cc1C (stereo not drawn) | 12%
Cc1cccc(CNC(=O)c2c(OCC(C)C)cc(=O)n3c2CCCCC3)c1 | -4%
CN(CC1CCOCC1)S(=O)(=O)c1ccccc1Br | ?
COc1ccc(-c2nc3ccc(Cl)cn3c2Nc2ccc(C)cc2)cc1 | -14%
O=C1COc2ccc(Oc3ccccc3)nc2CN1CCOc1ccccc1 | -5%[44.1 µM]
CC(C)(C)c1cc(C[C@H]2CNCC[C@H]2CC(=O)N2CCC(Cc3ccccc3)CC2)no1 | 7.9µM*
CN1CCC2(C1)CN(CC1CC1)c1ccc(C(=O)NC3COC3)cc12 (stereo not drawn) | ?
CCC(=O)N1c2ccc(S(=O)(=O)NCc3cccc(OC)c3)cc2CC1C (stereo not drawn) | 59%[activator]
NCCc1nnc(SCc2ccc(Cl)cc2)o1 | -19%
Cc1cc(C)c2oc(C(=O)N(Cc3ccc(F)cc3)C3CCS(=O)(=O)C3)cc(=O)c2c1 (stereo not drawn) | ?
O=c1ccc(-c2cccs2)c2n1C[C@H]1C[C@@H]2CN(S(=O)(=O)c2cccc(C(F)(F)F)c2)C1 | -23%
O=C1CCN(S(=O)(=O)c2ccccc2)CCCN(C(=O)Cc2cccc(F)c2)CCN1 | -13%
COc1ccc(N(CC(=O)NCc2ccc(C)cc2)S(=O)(=O)c2c(C)[nH]c(=O)[nH]c2=O)cc1 | 93%[activator]
CCc1ccc(OCC(=O)Nc2cc3oc4ccccc4c3cc2OC)cc1 | 10%
Cc1ccc(-c2csc(-c3cc4c([nH]c3=O)CC(c3ccccc3)CC4=O)n2)cc1 (stereo not drawn) | -27%
COc1ccc(Cl)cc1NC(=O)CSc1cc(C)[nH]c(=O)n1 | -8%

# Some of these compounds in order of count of non-hydrogen atoms, lowest first.
Compound | Pf Dd2 growth
NCCc1nnc(SCc2ccc(Cl)cc2)o1 | -19%
COc1ccc(Cl)cc1NC(=O)CSc1cc(C)[nH]c(=O)n1 | -8%
Cc1cccc(CNC(=O)c2c(OCC(C)C)cc(=O)n3c2CCCCC3)c1 | -4%

# Following part
Compound | Pf Dd2 growth
O=C(c1cccc(Cl)c1)N1CCC(N(C(=O)C2CC2)C2CCOCC2)CC1 | ?
COc1ccccc1-c1cnc(NC(=O)c2ccc(F)c(Cl)c2)c2c1CCO2 | -20%[44.1 µM]
Cc1cc2ccccc2n1CCNC(=O)c1cccc(Cl)c1 | -16%
Cc1ccccc1Cn1c2ccccc2c2cnn(CC(=O)NCC(C)c3ccccc3)c(=O)c21 (stereo not drawn) | 11%
COc1ccc(CC(=O)N2CCC(c3n[nH]c(=O)n3Cc3ccc(OC)cc3)CC2)cc1 | 13µM*
CC(=O)N1CCC2(CC1)CCN(c1ncccc1C#N)CC2CO (stereo not drawn) | -12%
COc1ccc(CNC(=O)N2CCCCCCNC(=O)CC2)cc1 | -9%
CCOC(=O)Cn1nc2n(c1=O)CCN(Cc1cc(C)ccc1C)C2=O | -11%
Cc1oc2c(c1C(=O)NC1CCCC1)CN(Cc1ccc(F)cc1)CC2 | ?
COCCN1C(=O)CS(=O)(=O)C12CCN(C(=O)Cc1ccc(OC)c(Cl)c1)CC2 | -25%
O=C(C[C@H]1NC(=O)c2ccccc2NC1=O)Nc1nc(-c2ccc3c(c2)OCO3)cs1 | ?
CCOCCCNC(=O)C1CCC(CNS(=O)(=O)c2ccc(NC(C)=O)cc2)CC1 (stereo not drawn) | 20%
COc1ccc(Cn2c3c(c(=O)n2Cc2ccccc2)CCN(C(=O)Cc2cccc(F)c2)C3)cc1 | ?
Cc1ccc(C)c(N2CCN(C(=O)c3c4c(nc5ccccc35)C(=O)N(C3CCCCC3)C4)CC2)c1 | ?
COc1ccc2nc3n(c2c1)[C@@H](CNS(=O)(=O)Cc1ccccc1)COC3 | ?
CC(Oc1ccccc1)C(=O)Nc1c(C(=O)Nc2cccc(F)c2)oc2ccccc12 (stereo not drawn) | -25%
CCCCCNC(=O)Cc1csc2nc(C)c(-c3cc(C)n(-c4cccc(C)c4)n3)c(=O)n12 | -16%
Cc1noc(C)c1S(=O)(=O)N1CCC[C@H]1C(=O)N1CCCCCCNC(=O)CC1 | -8%
CCOc1ccccc1C(=O)N(C)C1CCc2nn(CC3CC3)c(=O)n2CC1 (stereo not drawn) | 4%
CCN(CC)C(=O)CSc1cn(CC(=O)N2CCCCCC2)c2ccccc12 | -13%
COC[C@H]1CCCN1C[C@H]1CN2CC[C@H]1C[C@@H]2CNC(=O)c1ccc(C(F)(F)F)cc1 | i
O=C(COc1ccc([N+](=O)[O-])cc1)N1CCC(c2nc3ccccc3s2)CC1 | 98%[activator][5.79 µM]
CCCCOC(=O)c1ccc(NC(=O)c2ccc3c(c2)CCCN3S(C)(=O)=O)cc1 | ?
O=C1N(C2CCN(C3CCC3)CC2)C(c2ccncc2)C12CCCCC2 (stereo not drawn) | ?
CCCNC(=O)c1c2c(nc3ccccc13)C(=O)N(C1CCCCC1)C2 | 36%[activator]
COc1ccc(C)cc1NC(=O)C1CC(=O)N(c2n[nH]c3ccccc23)C1 (stereo not drawn) | -8%
CCCN1CCN(CCNC(=O)Nc2cc(C)ccc2OC)CC1 | 32%[activator]
COc1ccc(Cl)cc1NC(=O)C(=O)NCc1ccc(Cl)cc1 | i
COC[C@@H]1[C@H](C(=O)N2CCN(c3ccccc3OC)CC2)CCC(=O)N1C | -20%
CCCOc1ccc(OC(=O)c2cn(-c3ccc(OC)cc3)c(=O)c3ccccc23)cc1 | ?
O=C(C1CCCCC1)N1CCCC2(CC(c3ccccn3)=NO2)C1 (stereo not drawn) | 8%
COc1ccc(-c2cc(C(F)(F)F)n3nc(-c4ccccc4)cc3n2)cc1OC | -4%
COC(=O)c1ccc(NC(=O)CSc2n[nH]c(CC(C)C)n2)cc1 | -9%
CCN(CC)S(=O)(=O)c1ccc2c(c1)N(CC(=O)NCCCN1CCN(c3ccccc3F)CC1)C(=O)CO2 | ?
COc1ccc(S(=O)(=O)NCc2nc3nc(C)cc(C)n3n2)cc1 | -8%
Cc1cccc(-c2cc(-c3ccccc3)nc(SCC(=O)Nc3ccccc3)c2C#N)c1 | 13%
Cc1ccc(-c2nc(C3CC(=O)N(C4CCCCC4)C3)no2)cc1C (stereo not drawn) | 38%
Cc1ccc(C)c(C(=O)N[C@@H]2CN(c3ccncn3)C[C@H]2CO)c1 | 15%
Cc1cccc(NC(=O)CSc2nc3ccc(NC(=O)c4cccs4)cc3s2)c1 | ?
O=C(C1CC1)N1CCCN(C(=O)C2(c3ccccc3)CC2)c2ccccc21 | i
COc1ccc(OCCSc2nc(C)c(Cc3ccccc3)c(=O)[nH]2)cc1 | 34%[activator]
Cc1cnc(CC2CCCNC2)n1C(C)C (stereo not drawn) | 10%
O=C(N[C@@H]1CCOC[C@H]1OCCO)C1(S(=O)(=O)c2ccccc2)CC1 | -5%
CCOC(=O)C[C@@H]1C[C@@H](C(C)C)[C@H](CNC(=O)c2ccc(F)cc2)C=C1C | 11µM*
CCOCc1nc(C2CCCN(C(=O)c3cnccn3)C2)no1 (stereo not drawn) | 54%[activator]

# Structures from the list above with a cyano group, in the order listed:
Compound | Pf Dd2 growth
CC(=O)N1CCC2(CC1)CCN(c1ncccc1C#N)CC2CO (stereo not drawn) | -12%
Cc1cccc(-c2cc(-c3ccccc3)nc(SCC(=O)Nc3ccccc3)c2C#N)c1 | 13%

# Some values from above.
# CCOCc1nc(C2CCCN(C(=O)c3cnccn3)C2)no1 (stereo not drawn) – Pf Dd2 growth = 54%[activator]
# Cc1ccc(-c2nc(C3CC(=O)N(C4CCCCC4)C3)no2)cc1C (stereo not drawn) – Pf Dd2 growth = 38%
# COc1ccc(S(=O)(=O)NCc2nc3nc(C)cc(C)n3n2)cc1 – Pf Dd2 growth = -8%
# COC(=O)c1ccc(NC(=O)CSc2n[nH]c(CC(C)C)n2)cc1 – Pf Dd2 growth = -9%
# O=C(C1CCCCC1)N1CCCC2(CC(c3ccccn3)=NO2)C1 (stereo not drawn) – Pf Dd2 growth = 8%
# O=C(N[C@@H]1CCOC[C@H]1OCCO)C1(S(=O)(=O)c2ccccc2)CC1 – Pf Dd2 growth = -5%

# (further entries)
Compound | Pf Dd2 growth
N#Cc1cccc(CN2CCc3nc(C(=O)NCc4ccncc4)oc3CC2)c1 | ?
CC1=C(C(=O)N2CCN(c3cccc(Cl)c3)CC2)C2(CCCCC2)OC1=O | -19%
Cc1cccc(NC(=O)CSc2nnc(NC(=O)Nc3ccccc3)s2)c1C | i
COCCOc1ccc(C(=O)N[C@@H]2CN(C(=O)NC(C)C)CCC[C@H]2O)cc1 | i
COc1ccc(C2=C(C)C(=NCCCN3CCN(c4cc(C)ccc4C)CC3)NS2(=O)=O)cc1 | ?
CCOc1ccc(C(=O)N2CCC(c3n[nH]c(=O)n3-c3ccccc3)CC2)cc1OCC | -23%
CCc1c(C)c(C#N)c2nc3ccccc3n2c1Nc1cccc(C(F)(F)F)c1 | 2.2µM*
c1ccc(-c2ccc(CN3CCCC3)cc2)c(CN2CCOCC2)c1 | 8.9µM*
O=C(c1ccc(Cl)cc1)N1CCOCC2(CN(Cc3cc(F)cc(F)c3)C2)C1 | i
CNC(=O)[C@@H]1CN(C(=O)c2cc3ccccc3[nH]2)C[C@H]1c1nc(C)no1 | i
Cc1ccc(CN2c3ccccc3-c3nc(SCC(=O)Nc4c(C)cc(C)cc4C)ncc3S2(=O)=O)cc1 | ?
O=C(NCc1cn[nH]c1-c1cccs1)c1cn(CCC2CCCCN2)nn1 (stereo not drawn) | -8%
CCc1ccc(OCC(=O)N(Cc2ccc(OC)cc2)C2CCS(=O)(=O)C2)cc1 (stereo not drawn) | -14%
O=c1[nH]c(C2CCCN(Cc3ccc(-c4ccsc4)cc3)C2)nc2ccc(F)cc12 (stereo not drawn) | ?
CCOc1ccc(CN2CCCC(CO)(CCc3ccccc3)C2)cc1CO (stereo not drawn) | ?
O=C(CC1N=C2c3ccccc3N=C(SCc3ccc(Cl)cc3)N2C1=O)NCCc1ccccc1 (stereo not drawn) | i
COc1ccc(C(C(=O)O)N2CCN(Cc3csc(C)n3)CC2)cc1C (stereo not drawn) | 19%
Cc1ccc(CNC(=O)N2CCC3(CC2)C(C(=O)O)CC(=O)N3C)cc1 (stereo not drawn) | -10%
Cc1cnc(CC2CCN(C(=O)c3cccnc3)C2)n1C(C)C (stereo not drawn) | -14%
